CF NFkB block: inhibitors of cystic fibrosis induced NF-kB; inhibition, % at 5 µM; 360,000 compounds, 0.86% hits; KKLEB NF-kB-GFP reporter, PAF-induced, GFP fluorescence overnight;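 active = at least 50% inhibition at 5 µM, scaled per plate between neutral and stimulator controls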;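 note: PAF is a Pseudomonas aeruginosa culture filtrate used as stimulus; plate controls were PAF-stimulated DMSO wells for no effect and unstimulated DMSO wells for full effect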
Shn3 3UTR inh: Schnurri-3 reporter inhibition in Clone20 osteoblasts | 360,000 compounds, 0.52% hits | inhibition, % at 12.5 µM | Clone20 osteoblast Shn3 3'UTR firefly luciferase, 24 h | AID 588674;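 active = mean inhibition of at least 75% with every replicate also reaching 75%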;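 note: 0% = median of neutral control wells and 100% = pilot-screen positive control compound; some compounds past the cut are filed as inactive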
Peg3 promoter: Peg3 promoter activity inhibition; HeLa PEG-Prom luciferase reporter, luminescence, overnight; inhibition, % at 20 µM; 360,000 compounds, 1.7% hits; AID 588405;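 active = inhibition of at least 50% at 20 µM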
NR2E3 ag-1: activates human photoreceptor nuclear receptor NR2E3; Q9Y5X4; GST-NR2E3/biotin-RetCOR TR-FRET, 1536-well; inhibition of corepressor binding, % at 4.78 µM; 320,000 compounds, 0.12% hits; AID 2300;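 active = percent inhibition above the cutoff of mean plus 3 SD of all tested compounds, set per screening campaign, cut at about 20% in these data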;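 note: 0% = DMSO wells and 100% = biotin wells as full block of FRET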
Target sequence (Q9Y5X4 whole entry, looked up): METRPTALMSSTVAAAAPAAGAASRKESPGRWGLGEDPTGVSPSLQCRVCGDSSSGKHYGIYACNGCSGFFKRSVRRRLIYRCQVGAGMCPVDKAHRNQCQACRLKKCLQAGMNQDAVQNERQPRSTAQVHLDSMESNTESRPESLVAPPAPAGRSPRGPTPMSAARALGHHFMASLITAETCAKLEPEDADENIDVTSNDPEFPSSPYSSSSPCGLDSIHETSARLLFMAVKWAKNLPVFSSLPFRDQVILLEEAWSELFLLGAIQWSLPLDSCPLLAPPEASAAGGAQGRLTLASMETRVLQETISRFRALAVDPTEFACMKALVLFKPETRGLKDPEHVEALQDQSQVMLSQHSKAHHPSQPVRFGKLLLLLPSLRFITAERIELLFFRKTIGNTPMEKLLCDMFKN
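Material: NR2E3–RetCOR corepressor complex / Incubation: Compound–protein incubation for 5 h at 4 °C / Dosing: compound at 4.8 µM, single dose / Detection: time-resolved FRET / Benchmarks: high control biotin, low control 0.6% DMSO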
C8 TRAIL sens: sensitizes caspase-8 expressing cells to TRAIL; inhibition (viability loss, TRAIL sensitization), % at 10 µM; AID 624354; 360,000 compounds, 1% hits; NB7+C8 cells + TRAIL, ATPlite viability luminescence;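 active = compounds causing at least 50% loss of cell viability in the single-dose screen, relative to plate controls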
NR2E3 ag-2: human photoreceptor-specific nuclear receptor agonism; CHO-S Gal4-NCOR/VP16-NR2E3 two-hybrid, luciferase; inhibition of corepressor binding, % at 3.98 µM; 360,000 compounds, 0.35% hits; AID 602229;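 active = inhibition above the mean of all tested compounds plus 3 SD, cut at about 70% in these data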;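 note: 0% = DMSO with NR2E3 transfected cells and 100% = cells lacking NR2E3 construct; higher means lower luciferase signal from less NR2E3 corepressor binding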
HIF-2a inh: inhibitors of HIF-2a | inhibition, % at 18.8 µM | 786-0 RCC cells HIF-2a reporter, luciferase luminescence, overnight | 360,000 compounds, 0.72% hits | AID 624352;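 active = inhibition of the luminescence signal of 40% or more relative to plate controls, in a single-dose primary screen at 18.75 µM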
LMP1 NFkB inh: Epstein-Barr LMP1 NF-kappaB reporter inhibition; inhibition, % at 12.5 µM; AID 504558; 350,000 compounds, 0.69% hits; LMP1-induced NF-kappaB luciferase reporter cells, luminescence; in the data active = inhibition above about 41%;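 note: 0% = neutral control wells and 100% = reference inhibitor control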
MITF TRPM1 inh: MITF TRPM1 promoter inhibition in SK-MEL-5 cells; AID 488899; SK-MEL-5 TRPM1 promoter luciferase, 24 h; inhibition, % at 12.5 µM; 330,000 compounds, 0.83% hits;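 active = mean inhibition across replicates of 60% or more, whatever share of single replicates reaches that level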; note: values of inactives mirror those of a sister screen read the other way
iPSC survival up: increases survival of single human iPS cells. hiPSC single-cell survival, ATPlite luminescence; 100% = ROCK inhibitor wells, 0% = DMSO. survival enhancement, % at 20 µM. 360,000 compounds, 0.044% hits. AID 602274; in the data active = survival enhancement above about 18%;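 note: cells exposed to compounds for 16 hours before the ATP read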
KKLEB tox: CF airway cell cytotoxicity counter-screen; KKLEB CF airway cells viability, ATPlite luminescence, overnight; stronger effect = lower value; cells stimulated with P. aeruginosa culture filtrate; activity change (cytotoxicity), % at 5 µM; 360,000 compounds, 0.36% hits;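 active = corrected activity change at or below -50% at 5 µM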
* hit, by the source's call; nt = no result given. Some of the compounds tested. The share of hits here may be higher or lower than overall.

SMILES | CF NFkB block | Shn3 3UTR inh | Peg3 promoter | NR2E3 ag-1 | C8 TRAIL sens | NR2E3 ag-2 | HIF-2a inh | LMP1 NFkB inh | MITF TRPM1 inh | iPSC survival up | KKLEB tox
O=C(CSc1nccc(=O)[nH]1)c1cc2ccccc2o1 | -18 | -9 | 4 | 6 | -2 | -29 | -45 | -4 | 8 | -0.5 | -1
COC(=O)COc1ccc(-c2nccc(-c3ccccn3)n2)cc1 | -6 | 25 | -50 | 0 | 6 | -9 | 71* | 20 | 22 | -0.3 | 2
C/C(=N/NC(=O)CNC(=O)C1COc2ccccc2O1)c1ccc2c(c1)OCCO2 (configuration not stated) | -6 | 2 | 1 | -1 | -11 | 2 | 5 | -2 | 11 | 1.0 | 8
COCCNC(=O)C1(C)CCCN(C(=O)c2ccc(C#N)cc2)C1 (configuration not stated) | 4 | -9 | 1 | nt | 7 | 3 | 8 | nt | nt | 0.2 | 20
CN(Cc1nc(Cc2ccccc2F)no1)CC1(N2CCOCC2)CCCCC1 | -12 | 5 | 5 | -2 | 8 | 16 | 12 | -1 | 10 | -0.4 | -2
Cc1ccc(C(C)C)c(OCC(=O)Nc2cccc(S(=O)(=O)NC3=NCCCCC3)c2)c1 | 1 | 11 | 25 | -3 | 27 | -10 | 13 | 6 | 3 | 0.7 | 6
COc1ccc(C)cc1Nc1n[n+](-c2ccccc2)c(-c2c(OC)ccc3ccccc23)s1 | 38 | 74 | 56* | -5 | 32 | -9 | -26 | 44* | 66* | -2.4 | -6
O=C(NC1C2CC3CC(C2)CC1C3)c1ccc2c(c1)OCO2 (configuration not stated) | -14 | -3 | -3 | 3 | -4 | -24 | -39 | -2 | -10 | -0.2 | 0
O=C(Nc1nc2ccccc2s1)C1CC(=O)N(c2ccc(F)cc2)C1 (configuration not stated) | 2 | 11 | -1 | 1 | 3 | 16 | 1 | 0 | 15 | -0.9 | -2
O=C(CSc1nnc(-c2ccccn2)n1Cc1ccco1)c1ccc(Cl)cc1 | -18 | 33 | 8 | -1 | -8 | -20 | -5 | 2 | 2 | -0.5 | 17
O=C(COc1ccc(Cl)cc1Cl)N1CCN(C(=O)c2ccco2)CC1 | -6 | 5 | 0 | -1 | -4 | -32 | 17 | -5 | -6 | 0.4 | 5
C=CCSc1nc2[nH]ncc2c(=O)[nH]1 | -12 | 10 | 16 | 1 | -2 | -3 | 18 | 5 | 15 | 0.4 | 19
N#Cc1c(-c2ccccc2)c(-c2ccccc2)nn(CC(=O)NNC(=O)Nc2ccc(Cl)c(Cl)c2)c1=O | 25 | 24 | 12 | 0 | 12 | -87 | 3 | -13 | 19 | 0.8 | 6
CCOC(=O)c1ccc(NC(=O)CSCc2ccco2)cc1 | 14 | -12 | -32 | 3 | -13 | -8 | -10 | -2 | -4 | 7.2 | -3
O=C(NCc1cn(-c2ccccc2)nc1-c1ccccc1)c1cc([N+](=O)[O-])cc([N+](=O)[O-])c1 | -4 | 15 | -11 | 0 | 2 | 6 | -34 | 9 | -15 | -0.1 | -5
O=C(O)CCC(=O)N1CCN(c2ccc(C(=O)c3ccc(F)cc3)cc2)CC1 | 1 | 14 | -3 | 3 | 7 | 11 | 6 | 2 | -1 | 0.9 | 6
Cc1nnc(Nc2ccc(C(=O)O)cc2)[nH]c1=O | -1 | -15 | 2 | 1 | 0 | -13 | 7 | -6 | 12 | 0.3 | -1
CC1CCN(CCCNC(=O)c2cc3c(=O)n(C)c4ccccc4c3n2C)CC1 | -26 | -6 | -19 | 2 | -8 | 7 | -7 | -50 | -4 | 1.5 | -15
CC(=O)Nc1cnc(-c2ccccc2C(F)(F)F)cn1 | -7 | 5 | -27 | nt | -5 | -20 | -12 | nt | nt | 4.3 | 1
Cc1ccc(S(=O)(=O)N2CCC(NC(=O)c3cccc(F)c3)CC2)cc1 | 6 | 4 | 16 | 7 | -1 | 8 | 7 | -1 | 11 | -0.5 | -2
CN(C)/C=N/S(=O)(=O)c1ccc(Cl)cc1 | -2 | 8 | 5 | 1 | 4 | -2 | 7 | 8 | -1 | 3.6 | -5
O=C(NCCN1CCN(S(=O)(=O)c2ccccc2)CC1)C(=O)Nc1ccc(F)cc1 | 12 | 12 | 27 | 0 | 7 | -15 | -2 | 0 | -12 | 0.3 | -3
O=C(c1ccccc1)N1CCC2(CC1)NCCc1[nH]cnc12 | 4 | 16 | -3 | -2 | -8 | -22 | 8 | -1 | -4 | 0.3 | 9
COc1ccc(N2CCN(C(=O)CCc3ccccc3OC)CC2)cc1 | 12 | -25 | -8 | -2 | -9 | -8 | -13 | -2 | 3 | 0.3 | -11
N#Cc1cccnc1N1CCN(C(=O)c2[nH]c(C(F)(F)F)nc2-c2ccccc2)CC1 | -18 | 12 | 3 | nt | -26 | 9 | 6 | nt | nt | 2.9 | -2
O=C(N/N=C/c1ccc(OC(=O)c2cccs2)cc1)c1ccc(F)cc1 | -1 | -32 | -50 | 1 | 12 | 4 | -34 | -1 | -17 | 3.8 | 16
O=C(CSc1nnc(Cc2ccccc2)o1)N1CCc2ccccc21 | 12 | 5 | 5 | 2 | 1 | 0 | 9 | -10 | 1 | -0.7 | -14
CC(=O)N1CCOc2ccc(S(=O)(=O)NCCc3ccccc3)cc21 | -17 | 8 | -33 | 1 | 3 | 7 | -18 | -4 | -10 | -0.3 | 4
C[C@H](CO)N1C[C@H](C)[C@@H](CN(C)Cc2ccc(-c3ccccc3)cc2)OCc2cnnn2CCCC1=O | 18 | 10 | 0 | nt | -2 | -30 | 16 | 3 | nt | -1.8 | -1
CCCC(C)C(=O)Nc1cc([N+](=O)[O-])ccc1Cl (configuration not stated) | 9 | 3 | 6 | 11 | -11 | -14 | 13 | 1 | -15 | 2.0 | -2
O=C(/C=C/c1ccc(Cl)cc1)N1CCN(c2c(Cl)cccc2[N+](=O)[O-])CC1 | -8 | 25 | 24 | 1 | -2 | -8 | 25 | 8 | -2 | 0.5 | 0
CCOC(=O)c1c(N=CN(C)C)c(C#N)n2c1CCC2 | 0 | 7 | 11 | 2 | 6 | 8 | 14 | 11 | 9 | -1.0 | -2
CC1Cc2ccccc2N1C(=S)NC1CCCC1 (configuration not stated) | 6 | -38 | 0 | -1 | 6 | -11 | 2 | -1 | 10 | -0.4 | -2
CCC1CCCCN1C(=O)CSc1nc2ncccc2[nH]1 (configuration not stated) | 2 | 0 | 9 | 1 | -18 | -34 | -5 | -3 | -8 | -0.1 | 3
CCNc1c(NS(=O)(=O)c2ccc(C3CCCCC3)cc2)c(=O)oc2ccccc12 | -2 | 28 | 28 | 3 | 18 | 24 | 4 | 1 | 0 | 0.3 | 7
CCP(=O)(CC)c1cccc(N)c1 | 7 | 53 | 9 | -2 | -2 | -11 | 14 | -4 | 2 | -0.5 | -20
CSc1nncc(/C(C)=N\Nc2cccc(C)c2)n1 | -3 | -42 | -13 | 1 | -15 | 3 | -4 | -18 | -6 | 11 | 4
COc1ccc(-c2nc(N3CCCCCC3)sc2C(=O)c2ccccc2)cc1 | 10 | 2 | -12 | 4 | 14 | -8 | 4 | -6 | 6 | 0.1 | 3
CCc1ccc(OCC(=O)Nc2ncn[nH]2)cc1 | 6 | -60 | -122 | 0 | 8 | -15 | -185 | 0 | -74 | -2.2 | 6
Cc1ccc(CNC(=O)c2ccc(CS(=O)Cc3ccccc3Cl)o2)cc1 (configuration not stated) | 12 | 3 | -1 | 0 | 3 | -12 | -14 | 2 | 1 | -0.5 | -3
O=C(CSc1ccccc1C(=O)O)Nc1ccc2c(c1)OCO2 | 18 | 5 | 11 | 4 | 0 | 14 | 9 | 3 | 5 | -0.2 | 3
Nc1cnn(Cc2ccc(F)cc2)c1 | 2 | -13 | 7 | -7 | 21 | 2 | 16 | 2 | 9 | 0.1 | -11
COc1ccc(NC(=O)CC2C(=O)NCCN2C(=O)c2ccccc2)cc1 (configuration not stated) | -7 | nt | 9 | 1 | 1 | -47 | 16 | 7 | -8 | -0.6 | 4
O=C(c1cccs1)N1C[C@@H](n2cc(-c3ccc(F)cc3)nn2)[C@H](O)C[C@@H]1c1ccccc1 | -31 | 6 | 14 | nt | -14 | -30 | -2 | 1 | nt | 3.7 | -5
O=C(COc1ccc(F)cc1Cl)Nc1ccc(N2CCOCC2)cc1N1CCOCC1 | 22 | 24 | 5 | 2 | -3 | -6 | -2 | -11 | -14 | 0.0 | -21
CCCc1cc(=O)[nH]c(SCC(=O)Nc2ccc([N+](=O)[O-])cc2C#N)n1 | 12 | -26 | -2 | 2 | -3 | -21 | 4 | 3 | 2 | -0.8 | -6
COc1ccc(OC)c(S(=O)(=O)NCC2CCCO2)c1 (configuration not stated) | 2 | 0 | 11 | 3 | -1 | 9 | 6 | 1 | 4 | 3.4 | -15
Cn1cnnc1SCC(=O)NC1CCCN(Cc2ccc(Cl)cc2)C1 (configuration not stated) | 18 | -18 | 8 | 2 | 15 | 10 | 8 | 1 | 8 | 0.0 | 10
Cc1nn2c(N)c(C#N)cnc2c1-c1ccc(Cl)cc1 | 9 | -1 | -17 | -2 | 0 | 3 | -9 | 6 | 4 | 0.5 | -4
CCN(CC)S(=O)(=O)c1cccc(-c2nnc(SCC(=O)c3ccc(Cl)s3)n2C)c1 | -8 | 15 | 11 | 0 | 0 | 3 | 6 | -5 | -3 | -1.2 | 2
C[C@H](CO)N1C[C@H](C)[C@@H](CN(C)C(=O)NC2CCCCC2)Oc2ccc(NS(=O)(=O)c3ccccc3)cc2C1=O | 20 | -1 | 5 | nt | -6 | -9 | 7 | 5 | 2 | -2.4 | -16
COC(=O)C1C(O)=C(C=NCc2ccccc2)C(=O)CC1(C)C (configuration not stated) | 1 | 16 | 12 | -1 | -12 | 2 | 7 | -6 | 2 | -0.8 | 0

High-throughput results from PubChem BioAssay.
